DT40 TDP1 CPT – growth inhibition of DT40 Tdp1-/-;hTDP1 cells with camptothecin (screen for TDP1 inhibitors) | AID 686979 | Potency, µM (titrated, usually from 46.2 µM), for inactives: top-dose activity change, negative = growth inhibition, actives largely listed as inhibitors | 12% of 420,000 active | chicken DT40 Tdp1-/-;hTDP1 cells + 20 nM CPT, ATP luminescence, 48 h; further: nearly all actives have a fitted effect of over 55% in size
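Chicken DT40 Tdp1-/- cells stably complemented with human TDP1 were seeded at 400 cells/well in medium containing 20 nM camptothecin, exposed to pin-transferred compounds, and grown at 37 °C for at least 48 hr. Viability was read as ATP luminescence.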
GCN5L2 inh – inhibitors of human GCN5L2 histone acetyltransferase. GCN5L2 HAT assay, ThioGlo1 CoA-SH fluorescence. Potency, µM (series often up to 58.9 µM), inactives show top-dose activity change, negative = inhibition, most hits filed as inhibitors. 0.21% of 390,000 active. AID 504327
Target sequence (Q92830 whole entry, looked up): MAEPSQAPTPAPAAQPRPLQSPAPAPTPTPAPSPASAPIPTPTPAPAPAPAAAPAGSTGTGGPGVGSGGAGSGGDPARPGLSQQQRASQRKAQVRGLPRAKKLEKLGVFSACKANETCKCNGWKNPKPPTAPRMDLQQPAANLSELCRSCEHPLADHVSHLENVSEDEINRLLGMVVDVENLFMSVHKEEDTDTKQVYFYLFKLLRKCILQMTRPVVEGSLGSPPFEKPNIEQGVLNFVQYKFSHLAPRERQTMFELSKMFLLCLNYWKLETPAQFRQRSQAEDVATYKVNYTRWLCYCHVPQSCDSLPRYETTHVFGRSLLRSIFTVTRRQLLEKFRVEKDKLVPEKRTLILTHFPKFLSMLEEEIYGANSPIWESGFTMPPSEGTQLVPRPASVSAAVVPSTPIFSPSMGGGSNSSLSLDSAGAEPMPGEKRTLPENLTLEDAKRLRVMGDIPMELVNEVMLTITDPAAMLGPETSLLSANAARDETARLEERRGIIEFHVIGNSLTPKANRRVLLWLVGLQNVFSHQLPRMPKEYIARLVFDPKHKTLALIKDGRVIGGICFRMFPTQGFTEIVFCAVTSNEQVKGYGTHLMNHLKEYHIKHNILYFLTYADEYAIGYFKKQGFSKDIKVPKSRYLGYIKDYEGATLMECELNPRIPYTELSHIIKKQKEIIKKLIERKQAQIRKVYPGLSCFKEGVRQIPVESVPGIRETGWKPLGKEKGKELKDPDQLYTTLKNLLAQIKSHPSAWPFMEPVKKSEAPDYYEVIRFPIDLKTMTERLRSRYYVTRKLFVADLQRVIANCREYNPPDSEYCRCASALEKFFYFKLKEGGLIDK
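GCN5L2 (20nM final) in 50mM HEPES, 0.1mM EDTA pH 7.5, 0.01% Tween-20 was preincubated 15 min at room temperature with compound, then given ThioGlo1 (50uM), H3(1-25) peptide (75uM) and acetyl-CoA (70uM); CoA-thiol fluorescence (Ex340/Em540) was read at 0 and 20 min.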
DT40 TDP1 no CPT – qHTS for Inhibitors of human tyrosyl-DNA phosphodiesterase 1 (TDP1): qHTS in cells in absence of CPT | 15% of 420,000 active | DT40 Tdp1-/- hTDP1 cells, no CPT, ATP luminescence, 48 h | AID 686978, 2013 | Potency, µM (highest dose often 46.2 µM), for the others: at the top dose activity change, negative = growth inhibition, usual class: inhibitors; further: nearly all actives have a fitted effect of over 55% in size
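Chicken DT40 Tdp1-/- cells stably complemented with human TDP1 were seeded at 400 cells/well with DMSO in place of 20 nM camptothecin. After compound pinning, cells grew at least 48 hr at 37 °C; viability read by CellTiter-Glo luminescence.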
Starred values were filed as active, the others as inactive; [ ] = remark or other dose. The call rests on the fitted dose curve; in most records, active means well fitted curve in the direction sought with a large enough effect; inconclusive means small, poorly fitted or top-dose-only effect, or another doubt; inactive means no such curve, though single readings can be large; an effect the other way counts as inactive or inconclusive. On the % scale 0 is the no-effect control and ±100 the full control effect; potency means the concentration at half of the fitted maximal effect. This is a subset (hit frequency here may not be typical).

What do the screens show for `C=CCOc1cccc(C2C(C(=O)c3cccs3)=C(O)C(=O)N2Cc2cccnc2)c1` (centres undefined)?
DT40 TDP1 CPT: 27%; GCN5L2 inh: -4%; DT40 TDP1 no CPT: -11%

What do the screens show for `Cc1nc2nc(SCC(=O)NCCc3ccccc3)nn2c(C)c1Cc1c(F)cccc1Cl`?
DT40 TDP1 CPT: inconclusive; GCN5L2 inh: -6%; DT40 TDP1 no CPT: -25%

Results for O=C(COC(=O)Cc1c[nH]c2ccccc12)Nc1ccc(Cl)cc1 ?
DT40 TDP1 CPT: 12%; DT40 TDP1 no CPT: -3%

How did O=C(N/C(=C\c1ccc(Cl)cc1)C(=O)N1CCOCC1)c1ccc([N+](=O)[O-])cc1 do in these assays?
DT40 TDP1 CPT: -8%; GCN5L2 inh: 5%; DT40 TDP1 no CPT: -15%

What do the screens show for `COc1ccc(OC)c(-c2cc(Cl)c3c(c2)CC(CNC(=O)c2cnn4cccnc24)O3)c1` (centres undefined)?
DT40 TDP1 CPT: 19%[9.04 µM]; DT40 TDP1 no CPT: -15%

What do the screens show for `CC(C)NC(=S)NC1(C)CCS(=O)(=O)C1` (centres undefined)?
DT40 TDP1 CPT: 14%; GCN5L2 inh: -1%; DT40 TDP1 no CPT: -7%

What do the screens show for `COc1ccc(CCNC(=O)c2nn(-c3ccc(C)cc3)c(=O)c3c2c2ccccc2n3C)cc1OC`?
DT40 TDP1 CPT: inconclusive; GCN5L2 inh: -3%; DT40 TDP1 no CPT: 2.1µM*

How did O=C(Cc1ccccc1F)Nc1cccc(S(=O)(=O)N2CCOCC2)c1 do in these assays?
DT40 TDP1 CPT: 5%; GCN5L2 inh: -4%; DT40 TDP1 no CPT: -24%

How did CCCN(CC(=O)Nc1ccc(Cl)cc1Cl)C(=O)CC(NC(C)=O)c1ccccc1 (centres undefined) do in these assays?
DT40 TDP1 CPT: -25%; GCN5L2 inh: -5%; DT40 TDP1 no CPT: inconclusive

How did COc1cccc(C(=O)Nc2cc(C)ccc2NC(=O)COc2ccccc2)c1 do in these assays?
DT40 TDP1 CPT: -3%; GCN5L2 inh: 3%; DT40 TDP1 no CPT: -25%

What do the screens show for `COc1ccc(CCNC(=O)CN(Cc2ccc(Cl)cc2)S(C)(=O)=O)cc1OC`?
DT40 TDP1 CPT: -14%; GCN5L2 inh: -8%; DT40 TDP1 no CPT: 11%

What do the screens show for `CN(Cc1ccc(F)cc1)C(=O)COc1ccccc1-c1ccccc1`?
DT40 TDP1 CPT: inconclusive; GCN5L2 inh: -4%; DT40 TDP1 no CPT: -28%

What do the screens show for `O=C(NCCCN1CCOCC1)c1sc2cc(F)ccc2c1Cl`?
DT40 TDP1 CPT: -9%; GCN5L2 inh: -8%; DT40 TDP1 no CPT: -5%

What do the screens show for `O=C(NCc1ccon1)C1CCC(=O)N(CCc2ccc(Cl)cc2)C1` (centres undefined)?
DT40 TDP1 CPT: -6%; GCN5L2 inh: 2%; DT40 TDP1 no CPT: -10%

What do the screens show for `COC(=O)c1ccccc1NC(=O)CSc1nnc(C(CO)NC(=O)c2ccccc2)n1C` (centres undefined)?
DT40 TDP1 CPT: 6%; GCN5L2 inh: -7%; DT40 TDP1 no CPT: -12%

Next section; the last two above are carried over.
What do the screens show for `O=C(NCc1ccon1)C1CCC(=O)N(CCc2ccc(Cl)cc2)C1` (centres undefined)?
DT40 TDP1 CPT: -6%; GCN5L2 inh: 2%; DT40 TDP1 no CPT: -10%

What do the screens show for `COC(=O)c1ccccc1NC(=O)CSc1nnc(C(CO)NC(=O)c2ccccc2)n1C` (centres undefined)?
DT40 TDP1 CPT: 6%; GCN5L2 inh: -7%; DT40 TDP1 no CPT: -12%

How did CC(=O)Nc1ccc(NC(=O)CCCn2cnc3ccccc3c2=O)cc1 do in these assays?
DT40 TDP1 CPT: -10%; GCN5L2 inh: 18%; DT40 TDP1 no CPT: 25%

How did NNC(=O)CCCCCCCCCCOCCCCO do in these assays?
DT40 TDP1 CPT: -21%; GCN5L2 inh: -6%; DT40 TDP1 no CPT: 13µM*

How did CN1C(=O)c2cccc3c(N(C)C)ccc(c23)C1=O do in these assays?
DT40 TDP1 CPT: -19%; GCN5L2 inh: 0%; DT40 TDP1 no CPT: inconclusive

How did CCCCOc1ccc(C(=O)N(Cc2nc(-c3ccc(Cl)cc3)no2)C(C)C)cc1 do in these assays?
DT40 TDP1 CPT: inconclusive; GCN5L2 inh: -16%; DT40 TDP1 no CPT: inconclusive

What do the screens show for `COc1ccc(CNc2nc(-c3cccnc3)nn2C(=O)c2ccco2)cc1`?
DT40 TDP1 CPT: -9%; GCN5L2 inh: -7%; DT40 TDP1 no CPT: inconclusive

What do the screens show for `Cc1ccc(/C=C(/C#N)c2nc(CCN3C(=O)c4ccccc4C3=O)cs2)cc1`?
DT40 TDP1 CPT: -26%; GCN5L2 inh: -15%; DT40 TDP1 no CPT: inconclusive

Results for CC(=O)N1CCCc2cc(S(=O)(=O)NCc3ccc(C)cc3)ccc21 ?
DT40 TDP1 CPT: inconclusive; GCN5L2 inh: -3%; DT40 TDP1 no CPT: 13µM*

How did CCOC(=O)c1c(NC(C)=O)sc2c1CCC(C=NCCCN(CC)CC)=C2Sc1ccccc1 do in these assays?
DT40 TDP1 CPT: 15µM*; DT40 TDP1 no CPT: 13µM*

What do the screens show for `COc1ccc(CCNC(=O)c2cc3c(-c4ccccc4F)nn(C)c3s2)c(OC)c1`?
DT40 TDP1 CPT: 6.5µM*; GCN5L2 inh: -8%; DT40 TDP1 no CPT: 5.8µM*

How did O=C(Nc1ccccc1)O/N=C/c1ccccc1Cl do in these assays?
DT40 TDP1 CPT: -2%; GCN5L2 inh: inconclusive; DT40 TDP1 no CPT: -1%

What do the screens show for `Cc1ccc(NC(=O)COC(=O)Cc2cccs2)c(Br)c1`?
DT40 TDP1 CPT: 16%; GCN5L2 inh: -12%; DT40 TDP1 no CPT: 4%

Results for Cc1cc([N+](=O)[O-])ccc1N ?
DT40 TDP1 CPT: -17%; GCN5L2 inh: -13%; DT40 TDP1 no CPT: 8%

Results for N/C(=N\NC(=O)Nc1ccc(Cl)cc1)c1ccccn1 ?
DT40 TDP1 CPT: 4%; GCN5L2 inh: 0%; DT40 TDP1 no CPT: -6%

What do the screens show for `Cc1nn(Cc2noc(C(=O)NC(C)c3ccccc3)n2)c(C)c1Br` (centres undefined)?
DT40 TDP1 CPT: inconclusive; GCN5L2 inh: -5%; DT40 TDP1 no CPT: -25%

Results for Cn1c(=O)c2c(nc(NCc3cccnc3)n2Cc2ccc(Cl)cc2)n(C)c1=O ?
DT40 TDP1 CPT: inconclusive; GCN5L2 inh: 0%; DT40 TDP1 no CPT: 5.8µM*

What do the screens show for `CCN(c1ccccc1)c1ncnc2c1cnn2-c1ccc(OC)cc1`?
DT40 TDP1 CPT: 8.2µM*; GCN5L2 inh: -5%; DT40 TDP1 no CPT: 5.2µM*

Results for COCCCNC(=O)CCc1nc(-c2ccccc2Cl)no1 ?
DT40 TDP1 CPT: -6%; GCN5L2 inh: 1%; DT40 TDP1 no CPT: -2%

How did CN(C(=O)c1ccc(NC(=O)Cc2cccc(NC(=O)C3CCN(C(=O)C4CCC4)CC3)c2)cc1)C1CCCC1 do in these assays?
DT40 TDP1 CPT: -22%; GCN5L2 inh: -5%; DT40 TDP1 no CPT: -27%

What do the screens show for `Cc1c(S(=O)(=O)N2CCN(c3ccc(F)cc3)CC2)c(=O)n(C)c(=O)n1C`?
DT40 TDP1 CPT: -8%; GCN5L2 inh: -7%; DT40 TDP1 no CPT: 4%

How did CC(=O)Nc1cccc(-c2csc(C(C)(NC(C)=O)c3ccccc3)n2)c1 (centres undefined) do in these assays?
DT40 TDP1 CPT: 26µM*; DT40 TDP1 no CPT: inconclusive

How did CCOC(=O)c1cc(NC(=O)Nc2ccccn2)c(C)nc1C do in these assays?
DT40 TDP1 CPT: inconclusive; GCN5L2 inh: 0%; DT40 TDP1 no CPT: -17%

Results for CC(=O)Nc1ccc(NC(=O)CCN2C(=O)c3ccccc3C2=O)cc1 ?
DT40 TDP1 CPT: -1%; GCN5L2 inh: -1%; DT40 TDP1 no CPT: -4%

What do the screens show for `COC(=O)c1cc(-c2ccc(C)o2)nc2ccccc12`?
DT40 TDP1 CPT: 7.3µM*; GCN5L2 inh: inconclusive; DT40 TDP1 no CPT: 15µM*

What do the screens show for `COc1ccc(C(=O)Nc2cc(C(C)C)c(O)c(S(=O)(=O)c3ccc(Cl)cc3)c2C)cc1`?
DT40 TDP1 CPT: inconclusive; GCN5L2 inh: -5%; DT40 TDP1 no CPT: inconclusive

How did CC(NC(=O)Cc1ccc(S(=O)(=O)N2CCOCC2)s1)c1ccc(Br)cc1 (centres undefined) do in these assays?
DT40 TDP1 CPT: inconclusive; DT40 TDP1 no CPT: inconclusive

Results for COc1ccccc1CCC(=O)Nc1ccc(S(=O)(=O)Nc2ncccn2)cc1 ?
DT40 TDP1 CPT: inconclusive; DT40 TDP1 no CPT: inconclusive

Results for Cc1cc(C)c2cc(C(=O)N3CCC(N4CCCCC4)CC3)[nH]c2c1 ?
DT40 TDP1 CPT: -16%; GCN5L2 inh: -2%; DT40 TDP1 no CPT: -1%

How did CCCn1cc(S(=O)(=O)c2ccc(C)c(C)c2)c(=O)c2cc(F)c(N3CCCCC3)cc21 do in these assays?
DT40 TDP1 CPT: inconclusive; GCN5L2 inh: -8%; DT40 TDP1 no CPT: inconclusive

What do the screens show for `COc1cc(C=O)ccc1OCCSc1ccc(Cl)cc1`?
DT40 TDP1 CPT: -13%; GCN5L2 inh: -6%; DT40 TDP1 no CPT: -14%

What do the screens show for `O=C(Nc1ccnn1C1CCN(Cc2ccn[nH]2)CC1)c1ccccc1`?
DT40 TDP1 CPT: -6%; GCN5L2 inh: -1%; DT40 TDP1 no CPT: -1%

3 compounds already listed, ordered by SMILES length, ascending.
How did CC(=O)Nc1cccc(-c2csc(C(C)(NC(C)=O)c3ccccc3)n2)c1 (centres undefined) do in these assays?
DT40 TDP1 CPT: 26µM*; DT40 TDP1 no CPT: inconclusive

What do the screens show for `Cc1c(S(=O)(=O)N2CCN(c3ccc(F)cc3)CC2)c(=O)n(C)c(=O)n1C`?
DT40 TDP1 CPT: -8%; GCN5L2 inh: -7%; DT40 TDP1 no CPT: 4%

What do the screens show for `COc1ccc(C(=O)Nc2cc(C(C)C)c(O)c(S(=O)(=O)c3ccc(Cl)cc3)c2C)cc1`?
DT40 TDP1 CPT: inconclusive; GCN5L2 inh: -5%; DT40 TDP1 no CPT: inconclusive

Next part:
Results for O=C1CC(C(=O)N2CCN(c3ccccc3O)CC2)CN1Cc1ccccc1 (centres undefined) ?
DT40 TDP1 CPT: 5%; GCN5L2 inh: 1%; DT40 TDP1 no CPT: -21%

How did COc1ccc(C(=O)N2CCC(c3ccncc3)CC2)cc1OC do in these assays?
DT40 TDP1 CPT: -26%; GCN5L2 inh: 14%; DT40 TDP1 no CPT: -8%

What do the screens show for `Cc1ccc2nc(SC(C)C(=O)N3CCCCC3)[nH]c2c1` (centres undefined)?
DT40 TDP1 CPT: -25%; GCN5L2 inh: 5%; DT40 TDP1 no CPT: 7%

Results for Cc1nn(C)c(C)c1S(=O)(=O)N(CC(=O)NCCCN1CC(C)CC(C)C1)c1ccc(C(C)C)cc1 (centres undefined) ?
DT40 TDP1 CPT: -13%; GCN5L2 inh: -2%; DT40 TDP1 no CPT: -1%

Results for Brc1ccc2[nH]c3c(c2c1)CCC3 ?
DT40 TDP1 CPT: -5%; GCN5L2 inh: -3%; DT40 TDP1 no CPT: -12%

Results for Cc1ccc(N2C(=O)[C@@H]3[C@H](C2=O)C2c4ccccc4C=CN2[C@@H]3C(=O)c2ccco2)cc1 (some centres undefined) ?
DT40 TDP1 CPT: inconclusive; GCN5L2 inh: 3%; DT40 TDP1 no CPT: inconclusive

What do the screens show for `Nc1nc(-c2ccccc2)c(CC(=O)O)s1`?
DT40 TDP1 CPT: 2%; DT40 TDP1 no CPT: -2%

How did Clc1ccc(Nc2nc(N3CCOCC3)nc(N3CCOCC3)n2)cc1Cl do in these assays?
DT40 TDP1 CPT: inconclusive; GCN5L2 inh: -12%; DT40 TDP1 no CPT: 9.2µM*

How did CCc1nc2ccc(C(=O)Nc3cccc(OCC(=O)N(C)C)c3)cn2c1N(C)C(=O)c1cccc(OC)c1 do in these assays?
DT40 TDP1 CPT: inconclusive; DT40 TDP1 no CPT: inconclusive

How did Cn1ccnc1C(O)c1ccco1 (centres undefined) do in these assays?
DT40 TDP1 CPT: -6%; GCN5L2 inh: 1%; DT40 TDP1 no CPT: 3%

What do the screens show for `CCOC(=O)CC(=O)CSc1ncc(C(=O)OCC)c(N)n1`?
DT40 TDP1 CPT: -18%; GCN5L2 inh: 5%; DT40 TDP1 no CPT: -6%
